Screening results deposited in PubChem by Columbia University Molecular Screening Center.
mHtt clearance: compounds clearing mutant huntingtin protein; inhibition, % at 1.5 µM; AID 853; HeLa Exon1htt(103Q)mCFP, aggregate imaging; zero = plate's median compound well; 0.42% of 47,000 active;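 active = inhibition of aggregate fluorescence above about 70%, also judged a hit by eye on the cell image, limit read from the data, passing the limit was not always enough; inconclusive = no rule stated for this call; inactive = not judged a hit on image review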;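 also: cells exposed to compound for three days before fixation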
mHtt clearance grain fraction: second read-out of mHtt clearance, no call of its own (marks repeat the call); fraction fluorescence in grains; measured here: aggregate grain fluorescence fraction; active compounds read low;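 scaled fraction of total cell fluorescence in grains with unit not stated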
* hit, by the source's call; ? = inconclusive; · = no result given. This is a subset; the hit share may differ from the screen's.

| mHtt clearance | mHtt clearance grain fraction | compound |
| --- | --- | --- |
| -14 | 23 | NC(=O)CSc1nnc(Cc2cccs2)n1C1CCCCC1 |
| 30 | 30 | CC1CCCC(C)N1C(=O)Cn1c(SCC(=O)NCc2ccc3c(c2)OCO3)nc2ccccc21 (stereo not drawn) |
| -17 | 20 | CCN(c1ccccc1)S(=O)(=O)c1ccc2[nH]cc(C(=O)NCCOC)c(=O)c2c1 |
| 32 | 30 | CCOC(=O)c1nnn(-c2nc(N3CCCC3)nc(N3CCCC3)n2)c1-c1ccccc1 |
| 35 | 12 | CCCN1C(=O)c2ccc(C(=O)NCc3ccco3)cc2C1=O |
| 10 | 28 | CN(C)c1nc(NCc2ccccc2)nc(SCC(=O)Nc2ccc(Cl)c(Cl)c2)n1 |
| -46 | 29 | Cc1ccc(C)c(OCCCC(=O)Nc2ccc(N3CCOCC3)cc2)c1 |
| -7 | 18 | COc1ccccc1-c1nc(-c2ccc(C)nc2OC)no1 |
| 3 | 38 | CCCc1cc(=O)oc2cc(C)cc(OC(=O)c3ccco3)c12 |
| -32 | 37 | CCCc1cc(-n2cnc3ccccc32)n2c(nc3ccccc32)c1C#N |
| 14 | 16 | CC(C)c1ccc(C2NC(C(=O)O)CS2)cc1 (stereo not drawn) |
| 1 | 21 | CCN(N=Nc1cccc([N+](=O)[O-])c1)c1cccc([N+](=O)[O-])c1 |
| -96 | 40 | C[C@H](NC(=O)Nc1ccccc1F)C(=O)O |
| 1 | 21 | CCN(CC(=O)NC(=O)NC1CCCCC1)Cc1nc2ccccc2c(=O)[nH]1 |
| 18 | 15 | Cc1cc(OC(=O)N2CCCCC2)cc(C)c1Cl |
| -22 | 45 | Cc1ccc(-c2ccccc2NC(=O)C2C3C=CC(C3)C2C(=O)O)o1 (stereo not drawn) |
| -4 | 23 | Cc1ccn2cc(C(=O)NC3CCN(Cc4ccccc4)CC3)nc2c1 |
| -2 | 21 | O=C1C=C(NCc2ccco2)CC(c2ccc(Cl)cc2)C1 (stereo not drawn) |
| 0 | 19 | Cc1ccc(-c2c3c(=O)n(C)c(=O)n(C)c3c3nnc4ccccc4n23)cc1 |
| -43 | 63 | COC(=O)c1ccnc(/C=N/O)c1 |
| 15 | 29 | COc1cccc(NC(=O)CN(c2ccc(C)cc2)S(=O)(=O)c2c(C)nn(C)c2C)c1 |
| 10 | 18 | CCOc1ccc(NC(=O)C2CC(=O)N(c3cc(C)cc(C)c3)C2)cc1 (stereo not drawn) |
| -46 | 56 | CCCCn1c(-c2nn(C)cc2Cl)n[nH]c1=S |
| -174 | 132 | Cc1[nH]c2ccccc2c1SCC(=O)N1CCN(c2ccccc2)CC1 |
| -4 | 49 | Nc1ccc(S(=O)(=O)N2CCCC2)cc1 |
| -46 | 46 | Cc1n[nH]c(=S)n1/N=C/c1ccc(OCc2ccc(Cl)cc2)cc1 |
| -7 | 52 | Cc1cccc(NC(=O)NC(C)C(c2cccs2)N2CCOCC2)c1 (stereo not drawn) |
| 13 | 42 | CCOC(=O)C1CCCCN1C(=O)CCc1c(C)nc2cc(-c3ccccc3)nn2c1C (stereo not drawn) |
| 21 | 26 | CC(C)CCn1c(CN2CCN(Cc3ccccc3)CC2)nc2c1c(=O)[nH]c(=O)n2C |
| -50 | 58 | CCOC(=O)c1sc(NC(=O)/C=C/c2cnn(C)c2C)c(C(=O)OCC)c1C |
| -41 | 50 | Cc1cc(C)nc(/N=C2/NC(=O)CS2)n1 |
| 30 | 14 | COc1ccc(CCNC(=O)Cn2cnc3c(nnn3Cc3ccccc3F)c2=O)cc1OC |
| 37 | 23 | CCCOc1ccc(C2C(C(=O)c3ccco3)=C(O)C(=O)N2CCN2CCOCC2)cc1OC (stereo not drawn) |
| -30 | 50 | CCc1ccc(C(=O)COC(=O)c2ccc(-c3nnc(-c4ccccc4)o3)cc2)cc1 |
| -74 | 34 | COCCn1c(SCc2nc3sc(C(=O)OC)c(C)c3c(=O)[nH]2)nc2ccccc21 |
| ? | · | COc1cccc2c3c(c(C)nc12)CC(C)O3 (stereo not drawn) |
| 74* | 5* | CCCCN(C(=O)Cn1nnc2ccccc21)C(C(=O)NCCOC)c1cccs1 (stereo not drawn) |
| -20 | 53 | Cc1cc(NC(=O)C2CC2)ncc1NC(=O)C12CC3CC(CC(C3)C1)C2 |
| 68 | 9.4 | O=C(NCCCCCNC(=O)c1ccco1)c1ccco1 |
| -1 | 21 | Cc1nn(-c2ccccc2)c(N2CCCC2)c1/C=N/O |
| -28 | 30 | CC(C)C(CCNC(=O)CN1C(=O)c2ccccc2C1=O)c1ccco1 (stereo not drawn) |
| 7 | 39 | Cc1ccc(-c2csc3nc(C)n(-n4c(C)ccc4C)c(=O)c23)o1 |
| 37 | 23 | COCn1c(-c2ccccc2)nc2ccccc21 |
| -9 | 25 | COc1ccc(OC)c(CNn2c(-c3cccc(C)c3)nc3ccccc3c2=O)c1 |
| ? | · | CCOC(=O)CNc1c(-c2ccccc2)nc2ccc(Cl)cn12 |
| 16 | 31 | CSCCC(N=Cc1c(O)n(-c2ccc(F)cc2)c(=O)[nH]c1=O)C(=O)O (stereo not drawn) |
| -28 | 27 | Cn1c(=O)c2c(nc(SCC(=O)N3CCc4ccccc4C3)n2C)n(C)c1=O |
| -13 | 23 | O=C(Nc1ccon1)c1cc2c(s1)CCCC2 |
| -18 | 24 | CCS(=O)(=O)N1CCN(c2cccc(C)c2C)CC1 |
| -18 | 19 | Nc1nc(SCc2ccccc2Cl)n[nH]1 |
| 20 | 30 | CCc1nnc(NC(=O)c2ccc(S(=O)(=O)N(CCOC)CCOC)cc2)o1 |
| -5 | 20 | Cc1[nH]c(=O)[nH]c1CN1CCCCC1 |
| 17 | 31 | Cc1ccc(N=Nc2c(N)n(-c3ccccc3)[nH]c2=O)cc1 |
| 0 | 19 | COc1cccc(Cn2c(N)c(C#N)c3nc4ccccc4nc32)c1OC |
| -133 | 121 | CCN1CCN(C(=O)C(NS(=O)(=O)c2ccc3nc(C)sc3c2)C(C)C)CC1 (stereo not drawn) |
| 24 | 15 | COCC(=O)Nc1cccc(C(F)(F)F)c1 |

(listing goes on)
| mHtt clearance | mHtt clearance grain fraction | compound |
| --- | --- | --- |
| -6 | 35 | COc1cccc(NC(=O)c2nc3nc(C)cc(C(F)F)n3n2)c1 |
| 16 | 26 | N#Cc1cc(-c2ccccc2)nnc1Oc1ccccc1Cl |
| -33 | 58 | Cc1cc(S(=O)(=O)NC2CCCCC2)c(C)s1 |
| 8 | 31 | CS(=O)(=O)N(CC(=O)NCc1ccc2c(c1)OCO2)c1ccc(Cl)cc1 |
| 28 | 28 | CN(C)CCC(=O)c1ccc2c(c1)OCO2 |
| 21 | 15 | Cc1ccc(C(c2nnnn2Cc2ccccc2)N2CCN(Cc3ccccc3)CC2)cc1 (stereo not drawn) |
| 0 | 42 | COc1cc(-c2nnn(CC(=O)N3CCOCC3)n2)cc(OC)c1OC |
| 26 | 15 | CCc1ccc(-c2c(C)sc(NC(C)=O)c2C(N)=O)cc1 |
| -2 | 35 | CCCN(CCC)C(=O)Cn1ccc(=N)c2ccccc21 |
| 4 | 18 | COc1cc(C(=O)Nc2cc(Cl)ccc2C)c(-n2cnnn2)cc1OC |
| 5 | 18 | CCOCC(=O)Nc1nnc(COc2ccc(Cl)cc2)s1 |
| 24 | 14 | CCN1C(=O)c2c(C)nc3ccccc3c2C1=O |
| -5 | 18 | Cc1ccc2[nH]c(=O)c(-c3noc(-c4ccncc4)n3)cc2c1 |
| 41 | 11 | COc1cccc(OC)c1C(=O)Nc1ccccc1N1CCCC1 |
| -3 | 37 | COc1ccccc1NC(=O)C1C2C=CC3(CN(Cc4cccnc4)C(=O)C13)O2 (stereo not drawn) |
| -14 | 19 | Cc1ccc(NC(=O)COc2ccc3oc4c(c3c2)CCCC4)nc1 |
| 52 | 9.9 | O=c1c2[nH]c3ccccc3c2ncn1Cc1cccnc1 |
| -9 | 24 | Cc1ccc(C(=O)C(OC(=O)CNC(=O)c2ccc(Cl)cc2)c2ccccc2)cc1 (stereo not drawn) |
| -32 | 24 | Cc1cccc(C)c1NC(=O)Cn1c(=O)n(CCCC(=O)NCc2ccco2)c(=O)c2sccc21 |
| 57 | 8.4 | Cc1nn(Cc2cccc(C(=O)NCC(C)C)c2)c(C)c1Br |
| -31 | 57 | CC(C)(C)n1nnnc1C(c1cccc(C#N)c1)N1CCCCCC1 (stereo not drawn) |
| 21 | 28 | CN(CC(=O)NCc1ccccn1)S(=O)(=O)c1ccccc1 |
| -1 | 18 | COc1ccc(C(=O)NCC(=O)Nc2ccccc2)cc1OC |
| 25 | 16 | CCn1c(=O)c2c(nc3n2CCCN3CCc2ccccc2)n(C)c1=O |
| -27 | 52 | CCc1nc2oc(C(=O)c3ccccc3)c(N)c2c2c1COC(C)(C)C2 |
| -30 | 44 | Cc1nc2ccccc2c(=O)n1NCc1cccs1 |
| 24 | 30 | Cc1ccc2nc(SCC(=O)Nc3c(C)n(C)n(-c4ccccc4)c3=O)[nH]c2c1 |
| -23 | 49 | CCN(CC)CCn1c2ccccc2c2cnc(N)c(C#N)c21 |
| 3 | 41 | Cc1cccc(C)c1NC1=NC2(CCCCC2)N=C(N)N1 |
| 23 | 12 | COC(=O)Cc1cc(=O)n(-c2ccccc2)[nH]1 |
| 18 | 30 | O=C(NCCC1=CCCCC1)C1CCN(S(=O)(=O)N2CCOCC2)CC1 |
| 2 | 30 | CC(C)(C)OC(=O)NNC(=S)NCc1ccc(Cl)cc1 |

A second format for some results above.
Sequence of screens: mHtt clearance, mHtt clearance grain fraction
- COc1cc(-c2nnn(CC(=O)N3CCOCC3)n2)cc(OC)c1OC
 : 0, 42
- CCc1ccc(-c2c(C)sc(NC(C)=O)c2C(N)=O)cc1
 : 26, 15
- CCCN(CCC)C(=O)Cn1ccc(=N)c2ccccc21
 : -2, 35
- COc1cc(C(=O)Nc2cc(Cl)ccc2C)c(-n2cnnn2)cc1OC
 : 4, 18
- CCOCC(=O)Nc1nnc(COc2ccc(Cl)cc2)s1
 : 5, 18
- CCN1C(=O)c2c(C)nc3ccccc3c2C1=O
 : 24, 14
- Cc1ccc2[nH]c(=O)c(-c3noc(-c4ccncc4)n3)cc2c1
 : -5, 18
- COc1cccc(OC)c1C(=O)Nc1ccccc1N1CCCC1
 : 41, 11
- COc1ccccc1NC(=O)C1C2C=CC3(CN(Cc4cccnc4)C(=O)C13)O2 (stereo not drawn)
 : -3, 37
- Cc1ccc(NC(=O)COc2ccc3oc4c(c3c2)CCCC4)nc1
 : -14, 19
- O=c1c2[nH]c3ccccc3c2ncn1Cc1cccnc1
 : 52, 9.9
- Cc1ccc(C(=O)C(OC(=O)CNC(=O)c2ccc(Cl)cc2)c2ccccc2)cc1 (stereo not drawn)
 : -9, 24
- Cc1cccc(C)c1NC(=O)Cn1c(=O)n(CCCC(=O)NCc2ccco2)c(=O)c2sccc21
 : -32, 24
- Cc1nn(Cc2cccc(C(=O)NCC(C)C)c2)c(C)c1Br
 : 57, 8.4
- CC(C)(C)n1nnnc1C(c1cccc(C#N)c1)N1CCCCCC1 (stereo not drawn)
 : -31, 57
- CN(CC(=O)NCc1ccccn1)S(=O)(=O)c1ccccc1
 : 21, 28
- COc1ccc(C(=O)NCC(=O)Nc2ccccc2)cc1OC
 : -1, 18
- CCn1c(=O)c2c(nc3n2CCCN3CCc2ccccc2)n(C)c1=O
 : 25, 16
- CCc1nc2oc(C(=O)c3ccccc3)c(N)c2c2c1COC(C)(C)C2
 : -27, 52
- Cc1nc2ccccc2c(=O)n1NCc1cccs1
 : -30, 44
- Cc1ccc2nc(SCC(=O)Nc3c(C)n(C)n(-c4ccccc4)c3=O)[nH]c2c1
 : 24, 30
- CCN(CC)CCn1c2ccccc2c2cnc(N)c(C#N)c21
 : -23, 49
- Cc1cccc(C)c1NC1=NC2(CCCCC2)N=C(N)N1
 : 3, 41

Returning to the listing; the 2 compounds before the break are reprinted first.
| mHtt clearance | mHtt clearance grain fraction | compound |
| --- | --- | --- |
| 18 | 30 | O=C(NCCC1=CCCCC1)C1CCN(S(=O)(=O)N2CCOCC2)CC1 |
| 2 | 30 | CC(C)(C)OC(=O)NNC(=S)NCc1ccc(Cl)cc1 |
| -14 | 35 | COc1cccc(-c2cc(C(=O)Nc3c(C)nn(Cc4ccccc4C)c3C)no2)c1 |
| 9 | 44 | CCOc1ccc(OCC)c(NC(=O)CC2Oc3ccc(C)cc3NC2=O)c1 (stereo not drawn) |
| 1 | 18 | O=C(CCSc1nc(-c2ccc3c(c2)OCO3)cc(C(F)(F)F)n1)NCc1ccccc1 |
| -60 | 34 | Cc1ccc(OCC(=O)Nc2ccc(F)cc2)cc1C |
| -13 | 37 | Cn1c(N2CCCC2)nc2c1c(=O)n(Cc1ccc(F)cc1)c(=O)n2C |
| -63 | 32 | CCN1CCN(CCCNC(=O)c2cc3c(=O)[nH]c4ccccc4c3s2)CC1 |
| -92 | 76 | CC(CCc1ccco1)NC(=O)CSc1cc(=O)n(C)c2ccccc12 (stereo not drawn) |
| -6 | 40 | COc1ccc(C(C#N)N2N=C(C)CC2(C)C)cc1 (stereo not drawn) |
| 20 | 15 | CCNc1oc(COc2cccc(C)c2)nc1C#N |
| -13 | 51 | O=C(NCc1cccs1)C1CCCN(S(=O)(=O)c2cnc[nH]2)C1 (stereo not drawn) |
